# GAA inh: blocks human lysosomal alpha-glucosidase. P10253. purified human GAA, 4-MU-alpha-glucoside fluorescence. Potency, µM (titrated, usually from 76.9 µM), inactives show at the top dose activity change, negative = inhibition, actives largely listed as inhibitors. 0.005% of 200,000 active. AID 1466;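 further: potency means the concentration at half of the fitted maximal effect; plate controls were uninhibited enzyme wells for no effect and no-enzyme background for full effect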
#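 Fluorescence at Ex 365/Em 440 nm from 4-methylumbelliferone reported enzyme activity after 20 min at room temperature. Reactions used 4 nM enzyme and 400 uM substrate at pH 5.0; curves fitted with the Hill equation.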
# GAA spleen mod: inhibitors or activators of human alpha-glucosidase in spleen homogenate. P10253. human spleen homogenate, 4-MU-alpha-glucoside fluorescence. Potency, µM (series often up to 79.9 µM), without a hit: at the top dose activity change, negative = inhibition, usual class: inhibitors. 0.006% of 240,000 active. AID 2112;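 further: potency means the concentration at half of the fitted maximal effect; 0% = enzyme with vehicle and -100% = no enzyme basal signal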
#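 Human spleen homogenate (1 ug) with 4-methylumbelliferyl-alpha-D-glucopyranoside (1 mM final) in 50 mM citrate/phosphate pH 5.0, 0.01% Tween-20; 40 min at 37 C. Stopped at pH 10; 4-MU fluorescence Ex 365/Em 440 nm; AC50 by Hill fit.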
# CBFb RUNX1 block: CBF-beta/RUNX1 interaction disruption | AlphaScreen CBFb-His/RUNX1-biotin binding, biochemical | Potency, µM (highest dose often 59.8 µM), inactives show top-dose activity, negative = inhibition, most hits filed as inhibitors | 230,000 tested, under 10 active; further: % of control where 0% means no effect
# Target sequence (Q01196 whole entry, looked up): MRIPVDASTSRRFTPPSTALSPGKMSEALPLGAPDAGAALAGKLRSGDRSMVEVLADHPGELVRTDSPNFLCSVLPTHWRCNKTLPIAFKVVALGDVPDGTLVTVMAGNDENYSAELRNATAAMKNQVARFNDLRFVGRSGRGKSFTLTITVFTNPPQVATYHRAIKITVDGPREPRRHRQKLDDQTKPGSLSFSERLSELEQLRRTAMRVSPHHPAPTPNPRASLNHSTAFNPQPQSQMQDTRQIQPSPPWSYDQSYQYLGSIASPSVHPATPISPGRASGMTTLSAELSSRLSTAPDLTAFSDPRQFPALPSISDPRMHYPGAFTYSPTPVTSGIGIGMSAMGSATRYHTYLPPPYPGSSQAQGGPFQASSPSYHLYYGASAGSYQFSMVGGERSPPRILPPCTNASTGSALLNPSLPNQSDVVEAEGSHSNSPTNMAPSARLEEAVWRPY
# Target sequence (Q13951 whole entry, looked up): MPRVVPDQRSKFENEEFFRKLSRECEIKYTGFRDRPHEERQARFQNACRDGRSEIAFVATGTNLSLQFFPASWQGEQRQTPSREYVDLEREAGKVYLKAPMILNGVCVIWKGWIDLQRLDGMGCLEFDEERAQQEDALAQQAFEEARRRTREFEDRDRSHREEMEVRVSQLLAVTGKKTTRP
#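 AlphaScreen proximity signal reports loss of binding between His-tagged CBF-beta and biotin-labelled RUNX1, each at 30 nM. Proteins are pre-associated for 20 minutes, compounds added for 15 minutes, then beads for 90 minutes, all at ambient temperature.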
# HttQ103 aggreg: inhibitors of mutant huntingtin aggregate formation in PC12 cells; PC12 HttQ103-GFP aggregates, Acumen cytometry, 40 h; 1.1% of 220,000 active; Potency, µM (doses to about 46.1 µM), inactives show top-dose activity change, negative = inhibition, actives largely listed as inhibitors; AID 1688; further: potency means the concentration at half of the fitted maximal effect; on the % scale 0 is the no-effect control and ±100 the full control effect; nearly all actives have a fitted effect of over 60% in size
#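 Steps: seed 1500 PC12 HTTQ103-GFP cells/well; add tebufenozide, 100 nM final; add compound titration; add ATPLite reagent; quantify GFP aggregates by laser scanning cytometry.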
# HTT ATP protect: cytoprotection in Huntington HTT-Q103 PC12 cell model; PC12 HTT-Q103 induced, cytoprotection, ATP luminescence, 40 h; Potency, µM (doses to about 56.4 µM), inactives show cytoprotection (ATP increase), usual class: activators; 0.14% of 230,000 active;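 further: potency means the concentration at half of the fitted maximal effect; % of control where 0% means no effect; nearly all actives have a fitted effect of over 45% in size; toxic huntingtin expression switched on by the ecdysone agonist tebufenozide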
#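 PC12 cells with ecdysone-inducible HTT exon 1 Q103-GFP, induced with 100 nM tebufenozide and co-treated with library compounds in a dose series (1536-well, 1500 cells/well). Cytoprotection read as ATP content by ATPlite luminescence.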
# LMNA splice mod: LMNA splicing modulation; HeLa LMNA splicing GFP/RFP minigene ratio, 48 h; Potency, µM (titrated, usually from 46.1 µM), for the others: at the top dose ratio change, negative = inhibition, most hits filed as inhibitors; 0.01% of 200,000 active; AID 1487; active means well fitted inhibition curve with a large enough effect in the signal ratio, with a control signal flat, not every such curve was filed as active; inconclusive means small, poorly fitted or top-dose-only effect, or effect the other way, or a change in a side signal; the % refers to the signal ratio; further: potency means the concentration at half of the fitted maximal effect; on the % scale 0 is the no-effect control and ±100 the full control effect
#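 S3 HeLa cells stably expressing lamin A-EGFP splicing minigene plus DsRed2, 600 cells/well, 48 h compound exposure at 37C. Laser-scanning cytometry; analysed as GFP (500-530 nm)/RFP (575-640 nm) total intensity ratio; 0.5% DMSO vehicle.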
# GAA glycogen mod: inhibitors or activators of human alpha-glucosidase glycogen cleavage | P10253 | recombinant GAA, glycogen substrate, Amplex Red glucose oxidase fluorescence | Potency, µM (titrated, usually from 76.4 µM), for inactives: top-dose activity change, negative = inhibition, most hits filed as inhibitors | 0.38% of 300,000 active | AID 2100;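 further: potency means the concentration at half of the fitted maximal effect; 0% = full enzyme reaction and -100% = no-enzyme basal signal; the screen sought inhibitors and activators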
#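 Recombinant enzyme (4 nM final) with compounds titrated up to 77 uM and bovine liver glycogen (30 ug) in citrate pH 5.0, 0.01% Tween-20, 37 C 40 min. Released glucose detected by Amplex Red/glucose oxidase (Ex 573/Em 610); AC50 from Hill fits.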
# An asterisk follows results filed as active; ? = inconclusive; / = not tested or not shown; [ ] = remark or other dose. Unless noted, the call rests on the fitted dose curve; in most records, active means well fitted curve in the direction sought with a large enough effect; inconclusive means small, poorly fitted or top-dose-only effect, or another doubt; inactive means no such curve, though single readings can be large; an effect the other way counts as inactive or inconclusive.
SMILES,GAA inh,GAA spleen mod,CBFb RUNX1 block,HttQ103 aggreg,HTT ATP protect,LMNA splice mod,GAA glycogen mod
Oc1ccccc1N=Cc1c(O)ccc2oc3c(c12)CCCC3,/,3%,-1%,8%[9.22 µM],21%[10 µM],/,5.6µM*
CC(=O)c1cccc(NC(=O)CCNS(=O)(=O)c2cccc3nsnc23)c1,-4%,-8%,4%,18%,-8%,3%,8%
C#CCOCCOCCOCCNc1nc(N2CCN(C(=O)Cn3cc(CC(C)O)nn3)CC2)nc(N2CCN(C(=O)[C@H](CCCCN)n3cc(CCC(=O)O)nn3)CC2)n1 (some centres undefined),6%,0%,6%[2.36 µM],-2%,/,-10%,-3%
CCCN1C(=O)/C(=C2\SC(N3CCCCC3)=NC2=O)c2ccccc21,-7%,-12%,-20%,-8%,-118%[inhibitor][0.074 µM],14%,0%
O=c1[nH]c2c(s1)C(c1ccccc1)C1C3CCC(C3)C1S2 (centres undefined),?,-11%,-13%,?,37%,?,-2%
COc1ccc2c(=O)c3c(=O)n(Cc4ccco4)c(C4CCCCC4)nc3oc2c1,1%,-2%,5%,3%,-8%,6%,14%
O=C(c1cc2cccc([N+](=O)[O-])c2oc1=O)N1CCOCC1,/,3%,5%,-8%[9.22 µM],6%[10 µM],/,7%
CC1(c2ccncc2)Nc2ccccc2-c2nc3ccccc3n21 (centres undefined),-2%,-2%,2%,-20%,6%[1.9 µM],1%,-3%
CCOC(=O)N1CCN(C(=O)CCCn2nc(C)c3sc4ccccc4c3c2=O)CC1,0%,-2%,1%,?,-19%,2%,?
COc1ccc(-c2nn(C)c(=O)c3ccccc23)cc1NC(=O)COc1ccccc1,5%,1%,0%,-18%,-4%,-3%[0.0737 µM],-3%
O=C(NCc1cccs1)c1ccc(S(=O)(=O)N2CCOCC2)cc1,1%,-5%,7%,19%,-48%[inhibitor],/,2%
CCOC(=O)C(NCc1ccc(F)cc1)(NC(=O)c1ccccc1)C(F)(F)F (centres undefined),-3%,-8%,-3%,-11%,-24%[10 µM],1%,-12%
Nc1ccc(C(=O)N2CCCC2)cc1CS(=O)(=O)c1ccc(Cl)cc1,3%,-3%,10%,-12%,25%,-2%[46 µM],0%
CN(C)c1nc(N(C)C)n(Cc2c(Cl)cccc2Cl)n1,0%,5%,9%,?,-1%,-13%[46 µM],-5%
CCN1CCN(C(=O)/C=C/c2c(F)cccc2Cl)CC1,3%,1%,-3%,-3%,6%[10 µM],-2%,4%

# Already shown: entries from further up.
SMILES,GAA inh,GAA spleen mod,CBFb RUNX1 block,HttQ103 aggreg,HTT ATP protect,LMNA splice mod,GAA glycogen mod
O=C(c1cc2cccc([N+](=O)[O-])c2oc1=O)N1CCOCC1,/,3%,5%,-8%[9.22 µM],6%[10 µM],/,7%
CC1(c2ccncc2)Nc2ccccc2-c2nc3ccccc3n21 (centres undefined),-2%,-2%,2%,-20%,6%[1.9 µM],1%,-3%
CCOC(=O)N1CCN(C(=O)CCCn2nc(C)c3sc4ccccc4c3c2=O)CC1,0%,-2%,1%,?,-19%,2%,?
COc1ccc(-c2nn(C)c(=O)c3ccccc23)cc1NC(=O)COc1ccccc1,5%,1%,0%,-18%,-4%,-3%[0.0737 µM],-3%
O=C(NCc1cccs1)c1ccc(S(=O)(=O)N2CCOCC2)cc1,1%,-5%,7%,19%,-48%[inhibitor],/,2%
CCOC(=O)C(NCc1ccc(F)cc1)(NC(=O)c1ccccc1)C(F)(F)F (centres undefined),-3%,-8%,-3%,-11%,-24%[10 µM],1%,-12%
Nc1ccc(C(=O)N2CCCC2)cc1CS(=O)(=O)c1ccc(Cl)cc1,3%,-3%,10%,-12%,25%,-2%[46 µM],0%
CN(C)c1nc(N(C)C)n(Cc2c(Cl)cccc2Cl)n1,0%,5%,9%,?,-1%,-13%[46 µM],-5%
CCN1CCN(C(=O)/C=C/c2c(F)cccc2Cl)CC1,3%,1%,-3%,-3%,6%[10 µM],-2%,4%

# Other records:
SMILES,GAA inh,GAA spleen mod,CBFb RUNX1 block,HttQ103 aggreg,HTT ATP protect,LMNA splice mod,GAA glycogen mod
O=C1C(=O)c2ccccc2C(O)=C1C1CCC(c2ccc(Cl)cc2)CC1 (centres undefined),/,5%,18%,-29%[20.6 µM],-14%,?,/
COc1ccc(N(C(C)C(=O)N/N=C/c2ccc(OC(C)C)cc2)S(C)(=O)=O)cc1 (centres undefined),-7%,2%,10%,16%,-7%,?,-3%
Cc1ccc(C)c(N2CCN(C(=O)c3ccccc3Br)CC2)c1,4%,-7%,3%,-2%,0%[10 µM],-3%,-2%
CCCNC(=S)N1CC2(C)CN(C(=O)C(=O)OC)CC(C)(C1)C2=O,4%,8%,-4%,-2%,-8%,/,10%
CCN(CC)c1cccc(OC2=NS(=O)(=O)c3ccccc32)c1,-5%,-4%,-12%,23%,0%,4%,28µM*
CC1=CC(C)(C)NC(=S)N1c1cccc2cc(S(=O)(=O)O)ccc12,-11%,5%,-5%,-9%[9.22 µM],0%[10 µM],/,-12%
CCOc1cc(C#N)c(NC(=O)CSc2nnnn2-c2ccc(OC)cc2)cc1OCC,-2%,3%,6%,-18%,0%,0%,2%
COc1ccccc1N1CCN(C(=O)c2cc(C)oc2C)CC1,-10%,-1%,-9%,?,-9%,/,3%
CC(C)S(=O)(=O)c1ccc(C(=O)Nc2ccc(F)cc2F)cn1,-3%,-2%,-2%,11%,-13%[10 µM],?,-13%
C=CCN1C(=O)C(CC(=O)Nc2ccccc2)SC1=Nc1ccc(S(N)(=O)=O)cc1 (centres undefined),-1%,8%,-5%,-2%,1%,1%,1%
O=C(COC(=O)c1cnc(Cl)c(Cl)c1)NCCC1=CCCCC1,9%,5%,3%,2%,-64%[inhibitor],4%[46 µM],8%
CN1CCN(c2ccc(NC(=O)COc3ccccc3Cl)cc2)CC1,?,0%,0%,-1%,1%,-18%,-2%
O=C(N1CCOCC1)N1CCN(CC(O)COc2ccc3ccccc3c2)CC1 (centres undefined),-8%,1%,3%,-22%,24%,-6%,3%
COc1ccc(CCN(Cc2cc3cc4c(cc3[nH]c2=O)OCO4)C(C)=O)cc1OC,0%,-18%,6%,-13%,-6%,-2%,5%
O=C(O)c1ccc2c(c1)N(Cc1ccccc1)C(=O)c1ccccc1S2,/,4%,-3%,8%[9.22 µM],20%[10 µM],/,2%
Nc1ncnc(Nc2cccc(Cl)c2Cl)n1,11%,5%,-5%,-7%,-50%[inhibitor],?,-7%
COc1ccc(CC(=O)NCC(=O)N/N=C/c2ccc(C)o2)cc1,-1%,-3%,2%,-15%,28%[10 µM],-4%,6%
Cc1ccc(C2C(C#N)C(C#N)N3CCCN23)cc1 (centres undefined),-5%,1%,0%,-1%,-2%,23%,-26%
COC(=O)c1cccc(S(=O)(=O)N2CCOCC2)c1,-1%,-5%,4%,1%,7%,4%,-1%
O=C(CSc1nnc(Cc2cccs2)n1-c1ccc(Cl)cc1)NCc1ccc2c(c1)OCO2,-7%,4%,1%,?,-9%,13%,5%
NC1=NC(=Nc2cccc(S(N)(=O)=O)c2)c2ccccc21,-5%,-3%,11%,5%[9.22 µM],4%[10 µM],/,4%
COc1ccc(OC)c2sc(NC(=O)c3ccc(S(=O)(=O)N(C)C)cc3)nc12,-3%,1%,2%,-20%,22%,4%,1%
O=C(NCc1ccco1)C1CCN(c2nc3ccccc3n2Cc2ccc(F)cc2)CC1,3%,5%,-5%,27%,-23%,-8%,6%
COc1ccc(C(C(=O)NC2CCCCC2)N(C(=O)CCl)c2ccccc2Cl)cc1 (centres undefined),-5%,-5%,-3%,-25%,-2%[10 µM],-2%,12%
CCn1ccnc1CNC(=O)CC1C(=O)NCCN1Cc1ccccc1F (centres undefined),12%,5%,6%,-12%[9.22 µM],-14%[10 µM],?,12%
CCc1cc2c(=O)n(Cc3ccco3)c(SCC(=O)N3CCCc4ccccc43)nc2s1,?,-9%,-19%,9%[9.22 µM],-20%,?,1%
CC(C)c1cc(CN2CCN(Cc3ccc(F)c(F)c3)C(CCO)C2)[nH]n1 (centres undefined),-2%,6%,0%,18%[9.22 µM],16%[10 µM],?,-8%
CCOC(=O)C1=C(CSc2nc3ccccc3s2)NC(=O)NC1c1cc(C)ccc1C (centres undefined),-5%,-4%,-10%,4%,-41%[inhibitor],?,-7%
CCC1CCCCN1Cc1ccc(N)cc1 (centres undefined),9%,1%,15%,12%[9.22 µM],-1%[10 µM],/,-2%
CCOC(=O)c1c(-c2ccc(C)cc2)cn2ccccc12,?,-4%,-15%,-23%,12%,-1%[0.0737 µM],-19%
COc1ccccc1S(=O)(=O)Nc1ccc2cn[nH]c2c1,-7%,-10%,-4%,-25%,?,-6%,-5%
O=C1COc2ccc(C(=O)COC(=O)COc3ccccc3[N+](=O)[O-])cc2N1,-4%,1%,3%,0%[9.22 µM],0%[10 µM],/,4%
Cc1occc1-c1nnc(SCC(=O)NCCc2ccccc2)o1,5%,2%,4%,-13%,-21%,-6%[46 µM],12%
CCc1ccc(-c2ccc(C(=O)C(F)(F)F)[nH]2)cc1,1%,-8%,-3%,-12%,-9%,-2%[0.0737 µM],7%
CCCCSc1nsc(NC(C)=O)n1,4%,-9%,9%,-18%,-33%[10 µM],13%,11%
CC(C)NC(=O)NC(=O)COC(=O)c1ccc([N+](=O)[O-])cc1Cl,-4%,5%,6%,3%,-10%[10 µM],22%[46 µM],1%
Cc1cc2c(cc1C)NC(c1c(C)n(C)n(-c3ccccc3)c1=O)C1=C(CC(C)(C)CC1=O)N2 (centres undefined),5%,-25%,8%,-6%,-9%,?,-6%
C=CCn1c(-c2ccccc2)nc(=S)c2c1CC(C)(C)OC2,3%,-20%,-2%,13%,-4%,?,1%
